# HRas wt GTP bind: human HRas wildtype GTP binding, change in either direction | P01112 | GST-Ras wt beads, Bodipy-FL-GTP binding, flow cytometry; actives lie on both sides | GTP binding activity, % at 10 µM | hit rate 0.14% among 190,000 | AID 759;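 active = GTP binding activity at least 20% away from the 100% baseline, either lowered as inhibitor or raised as activator; inconclusive = flagged as likely green fluorescent, judged across all proteins in the well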;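 also: 0% = unlabeled GTP competition control and 100% = no-compound control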
# Target sequence (P01112 whole entry, looked up): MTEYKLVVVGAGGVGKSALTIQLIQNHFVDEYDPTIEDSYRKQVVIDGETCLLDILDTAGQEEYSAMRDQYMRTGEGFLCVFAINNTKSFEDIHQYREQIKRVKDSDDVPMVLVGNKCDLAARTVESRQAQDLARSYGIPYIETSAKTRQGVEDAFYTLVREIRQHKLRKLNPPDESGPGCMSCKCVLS
# Rac1 mut GTP: alters GTP binding to activated mutant human Rac1; P63000; GST-Rac1 activated beads, fluorescent GTP binding, flow cytometry; actives lie on both sides; 100% means binding = to untreated wells; percent activity (GTP binding), % at 10 µM; hit rate 0.11% among 190,000; AID 764;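 active = GTP binding at least 20 percentage points away from the 100% baseline, in either direction, so actives lie on both sides; inconclusive = Compound likely fluorescent itself, or too few beads counted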
# Rac1 wt GTP bind: human Rac1 wildtype GTP binding, inhibitors and activators | hit rate 0.27% among 190,000 | GTP binding activity (% of control), % at 10 µM | P63000 | AID 757 | GST-Rac1 beads, fluorescent GTP binding, flow cytometry; actives lie on both sides; 0 = cold GTP competed, 100 = untreated;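 active = GTP binding activity at least 20 points away from the 100% control level, either lower or higher; inconclusive = compound flagged as likely green fluorescent, judged across all proteins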
# Rab7 wt GTP bind: alters GTP binding to wildtype dog Rab7; GST-Rab7 beads, fluorescent GTP binding, flow cytometry; actives lie on both sides; untreated = 100%, excess cold GTP = 0%; GTP binding activity (percent of control), % at 10 µM; hit rate 0.055% among 190,000; AID 758;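 active = fluorescent GTP binding to Rab7 beads changed by at least 20 points from the 100% baseline, either direction, mostly lower; inconclusive = compound itself probably fluorescent, or too few beads counted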;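 also: median green fluorescence of bound Bodipy-FL-GTP per Rab7 bead population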
# Rab2 wt GTP: changes GTP binding to wildtype dog Rab2A, up or down; hit rate 0.19% among 190,000; GTP binding activity, % at 10 µM; GST-Rab2 wt beads, Bodipy-GTP binding, flow cytometry;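 active = GTP binding activity at least 20 points away from 100%, either lowered or raised; inconclusive = signal likely due to the compound's own green fluorescence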;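 also: 0% = beads with excess unlabeled GTP and 100% = no-compound control corrected for plate trend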
# Bim-Mcl-1: disrupts Bim peptide binding to human Mcl-1; Q07820; inhibition, % at 10 µM; Bead-based flow cytometry, Bim peptide-Mcl-1 binding; hit rate 0.1% among 190,000; in the data active = inhibition above about 40%;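 also: 0% = no compound tracer wells and 100% = peptide blocker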
# Target sequence (Q07820 whole entry, looked up): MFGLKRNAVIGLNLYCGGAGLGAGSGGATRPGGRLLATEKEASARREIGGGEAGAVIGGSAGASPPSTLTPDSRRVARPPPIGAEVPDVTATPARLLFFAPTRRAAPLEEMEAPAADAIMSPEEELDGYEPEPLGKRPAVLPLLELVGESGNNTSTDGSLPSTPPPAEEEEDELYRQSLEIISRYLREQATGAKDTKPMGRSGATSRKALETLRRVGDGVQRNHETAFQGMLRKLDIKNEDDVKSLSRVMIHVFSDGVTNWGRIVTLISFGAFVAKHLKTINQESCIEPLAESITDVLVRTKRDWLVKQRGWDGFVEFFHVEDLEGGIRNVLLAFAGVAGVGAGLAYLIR
# Pf gamet viab: P. falciparum stage V gametocyte viability inhibition. P. falciparum stage V gametocytes, ATP luminescence, 24 h. inhibition, % at 10.9 µM. AID 743093. hit rate 0.065% among 150,000;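 active = inhibition above the mean plus 3 SD of compounds within the control limits, set per campaign, cut at about 38% in these data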;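 also: 0% = DMSO wells and 100% = medium only without gametocytes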
# Mcl1 Bid PPI: Mcl-1/Bid interaction inhibition. inhibition, % at 21.7 µM. TR-FRET Mcl-1/Bid-Dy647 peptide binding, 1536-well. hit rate 0.97% among 220,000. Q07820;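 active = compounds that cut the binding signal by more than half at the single screening dose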;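 also: His-tagged Mcl-1 with europium anti-His antibody binding Bid BH3 peptide; 0% = Mcl-1 plus peptide wells and 100% = peptide-only wells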
# Mcl1 Noxa PPI: disrupts binding of human Mcl-1 to Noxa peptide; Q07820; hit rate 1.5% among 220,000; TR-FRET Mcl-1/Noxa peptide binding, 2 h; inhibition, % at 21.7 µM;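 active = compounds that cut the protein-peptide binding signal by more than 50% relative to plate controls in a single-dose test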;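 also: His-tagged Mcl-1 with rhodamine Noxa BH3 peptide and terbium anti-His antibody; 0% = Mcl-1 plus Noxa peptide wells and 100% = peptide-only wells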
# RGS8-Gao: regulators of human RGS8-Galphao interaction; P09471; multiplexed bead flow cytometry, RGS8-Galphao binding; actives lie on both sides; response (percent of control binding), % at 10 µM; hit rate 0.34% among 220,000; AID 1423; in the data active = response below about 60% or above about 140%; inactive = in between;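 also: Galphao activated as the GDP aluminium fluoride complex binding bead-coupled RGS8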
# Target sequence (P09471 whole entry, looked up): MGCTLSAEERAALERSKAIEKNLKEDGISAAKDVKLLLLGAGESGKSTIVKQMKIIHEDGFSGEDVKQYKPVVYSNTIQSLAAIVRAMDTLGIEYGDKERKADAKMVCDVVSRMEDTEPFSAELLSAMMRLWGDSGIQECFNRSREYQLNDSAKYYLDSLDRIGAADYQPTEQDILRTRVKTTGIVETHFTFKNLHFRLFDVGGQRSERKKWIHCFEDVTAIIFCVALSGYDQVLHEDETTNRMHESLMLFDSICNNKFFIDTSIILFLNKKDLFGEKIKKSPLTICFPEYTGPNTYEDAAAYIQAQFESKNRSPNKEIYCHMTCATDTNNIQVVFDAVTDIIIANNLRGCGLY
# Cdc42 wt GTP: changes GTP binding to wildtype human Cdc42; P60953; GST-Cdc42 beads, Bodipy-GTP binding, flow cytometry; actives lie on both sides; percent activity (GTP binding), % at 10 µM; hit rate 0.2% among 190,000; AID 761;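 active = percent activity GTP binding at least 20 points away from the 100% baseline, either down as inhibitor or up as activator; inconclusive = compound flagged as likely green fluorescent from well-wide comparison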;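 also: median bead fluorescence of bound Bodipy-FL-GTP at 100 nM; 0% = excess unlabeled GTP control and 100% = no compound control; below 100% means less GTP binding so inhibitor and above means activator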
# Target sequence (P60953 whole entry, looked up): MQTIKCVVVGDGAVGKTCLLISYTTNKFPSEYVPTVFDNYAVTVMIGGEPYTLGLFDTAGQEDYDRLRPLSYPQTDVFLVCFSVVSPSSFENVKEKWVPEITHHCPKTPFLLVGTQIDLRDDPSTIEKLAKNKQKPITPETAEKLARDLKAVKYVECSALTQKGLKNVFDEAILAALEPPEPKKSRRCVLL
# * marks the source's active call; other numbers are inactive results; ? = inconclusive; . = not tested or not shown.
item	Compound	Rab7 wt GTP bind	Rac1 mut GTP	Rac1 wt GTP bind	HRas wt GTP bind	Rab2 wt GTP	Cdc42 wt GTP	Mcl1 Bid PPI	Mcl1 Noxa PPI	Pf gamet viab	RGS8-Gao	Bim-Mcl-1
1	COC(=O)c1nnn(CC(=O)Nc2cccc(Cl)c2)c1C(=O)OC	96	96	96	97	97	99	-4	31	.	100	-1
2	Cc1ccc(Cn2c(C(=O)NCCCN3CCOCC3)cc3sccc32)cc1	97	98	98	100	98	99	-11	5	.	105	-2
3	CCOC(=O)N1CCC(n2c(=S)[nH]c3ccccc3c2=O)CC1	101	100	103	102	100	104	-28	22	8	97	0
4	CCO[C@@H]1OC(C(=O)Nc2ccccc2)=C[C@H](c2ccc(Br)cc2)[C@H]1CCCO	95	96	94	95	96	95	7	-10	.	103	-1
5	COc1cccc(/C=N/NC(=O)CCn2nnc3ccccc32)c1	98	99	103	98	98	102	-4	11	.	99	-4
6	O=C(NCc1cccs1)c1ccc(Br)o1	99	100	103	102	100	102	-9	-1	11	102	15
7	Cc1ccc(-c2nnn(CCOc3cccc(Br)c3)n2)cc1	90	87	87	87	87	89	-4	-4	.	100	-5
8	O=[N+]([O-])c1cccc(N/N=C/c2cccc3ccccc23)c1	97	95	99	97	98	102	-13	59*	17	103	-2
9	CCCCOC(=O)CCNc1n[nH]c(=O)[nH]c1=O	94	96	96	99	97	96	0	-1	-48	90	-1
10	Brc1cc2c(cc1Cn1c(-c3cncs3)nc3ccccc31)OCO2	97	93	97	94	94	94	-4	2	10	96	0
11	O=C(Cn1nc([N+](=O)[O-])nc1Br)NC(c1ccccc1)c1ccccc1	103	100	107	101	101	103	-43	11	-1	86	-9
12	CCOC(=O)c1[nH]c(C)c(C(=O)NCc2ccc(OC)cc2)c1C	102	103	111	104	107	105	-15	5	.	101	-2
13	O=S(=O)(N/N=C/c1c(F)cccc1Cl)c1ccccc1	103	100	103	103	101	104	1	6	0	100	0
14	O=C(c1ccc(-n2cccc2)cc1)N1CCCCC1	100	95	96	96	97	94	-29	5	0	98	0
15	CCn1c(SCC(=O)NCCc2ccc(OC)c(OC)c2)nc2c1c(=O)n(C)c(=O)n2C	102	101	103	102	100	99	4	1	.	102	-2
16	COc1ccc(NC(=O)CN(C)CC(=O)Nc2ccc(Cl)c(S(=O)(=O)N(C)C)c2)cc1	96	95	98	96	95	96	-16	26	1	100	-9
17	O=C(COc1ccccc1)Nc1ccc(N2CCN(C(=O)c3cccs3)CC2)cc1	?	?	?	?	?	?	-59	-10	0	105	0
18	COC(=O)c1cc(NC(=O)CSc2nncn2C)cc(C(=O)OC)c1	94	96	97	97	96	98	14	10	-8	99	-3
19	CCn1c(CC(=O)Nc2cccc(OC)c2)nnc1SCC(=O)Nc1nccs1	101	98	106	102	100	102	-24	-3	.	98	0
20	CCOC(=O)c1sc2ncn(C(C)C(=O)OCC)c(=O)c2c1C (stereo not given)	96	100	103	99	100	99	-22	-2	.	95	0
21	COc1ccc(Cn2c(O)c(C=Nc3ccc(C)cc3)c3ccccc3c2=O)cc1	99	102	106	104	102	104	-19	-13	16	100	-5
22	CCNC(=S)N/N=C/c1c(Cl)cccc1Cl	92	95	102	100	98	101	-2	42	3	112	-4
23	Cc1ccc(CNC(=O)CCNS(=O)(=O)c2ccc(C)cc2)cc1	103	99	104	101	101	100	2	1	.	98	-4
24	CNC(=S)Nc1cccc(Cl)c1C	105	97	101	99	99	100	-48	14	-8	101	0
25	COc1cccc(/C=N/NC(=O)CN(CCc2ccccc2)S(=O)(=O)c2ccc(NC(C)=O)cc2)c1	98	94	96	95	96	93	1	22	-3	93	0
26	Cc1ccc(-n2c(N)c(C(=O)NCc3ccco3)sc2=S)cc1	99	96	98	100	98	99	-57	-1	.	101	0
27	Cc1cc(C)n(-c2nnc(NCc3ccc(Cl)cc3)nn2)n1	93	93	94	93	91	92	-13	13	7	99	2
28	Cc1[nH]c2ccccc2c1C(=O)COC(=O)c1c(-c2ccccc2Cl)noc1C	98	102	105	99	99	103	6	-3	17	100	-3
29	O=C(NCC1COc2ccccc2O1)C1C2C=CC3(CN(Cc4cccs4)C(=O)C13)O2 (stereo not given)	97	95	98	100	98	98	-59	0	-1	106	1
30	CCOC(=O)c1cc(-c2ccccc2)sc1NC(=O)CN1C(=O)NC(CC)(c2ccccc2)C1=O (stereo not given)	101	101	103	101	102	102	-24	-9	15	107	-2

# Profiles as entered above.
# Cc1[nH]c2ccccc2c1C(=O)COC(=O)c1c(-c2ccccc2Cl)noc1C reads Rab7 wt GTP bind: 98; Rac1 mut GTP: 102; Rac1 wt GTP bind: 105; HRas wt GTP bind: 99; Rab2 wt GTP: 99; Cdc42 wt GTP: 103; Mcl1 Bid PPI: 6; Mcl1 Noxa PPI: -3; Pf gamet viab: 17; RGS8-Gao: 100; Bim-Mcl-1: -3
# COc1ccc(NC(=O)CN(C)CC(=O)Nc2ccc(Cl)c(S(=O)(=O)N(C)C)c2)cc1 reads Rab7 wt GTP bind: 96; Rac1 mut GTP: 95; Rac1 wt GTP bind: 98; HRas wt GTP bind: 96; Rab2 wt GTP: 95; Cdc42 wt GTP: 96; Mcl1 Bid PPI: -16; Mcl1 Noxa PPI: 26; Pf gamet viab: 1; RGS8-Gao: 100; Bim-Mcl-1: -9

# Other structures follow:
item	Compound	Rab7 wt GTP bind	Rac1 mut GTP	Rac1 wt GTP bind	HRas wt GTP bind	Rab2 wt GTP	Cdc42 wt GTP	Mcl1 Bid PPI	Mcl1 Noxa PPI	Pf gamet viab	RGS8-Gao	Bim-Mcl-1
31	Cc1cc(C)n2nc(SCC(=O)NC(=O)NCc3ccco3)nc2n1	107	98	103	99	100	98	-34	12	-16	99	0
32	COC(=O)NC(C)N1C(=O)C2C3C=CC(C3)C2C1=O (stereo not given)	96	95	98	95	96	97	10	8	-25	103	-1
33	Cc1cccc(NC(=O)c2nc[nH]c2C(=O)Nc2ccccc2[N+](=O)[O-])c1	93	97	96	97	97	96	-10	-6	.	103	-4
34	N#Cc1cc2ccccc2nc1SCC(=O)Nc1ccc(S(=O)(=O)N2CCCC2)cc1	99	98	100	100	97	99	-36	-75	13	103	-1
35	CCc1cc(C)cc(OCCNC(=O)c2ncn[nH]2)c1	97	100	105	98	98	101	-20	-2	-6	99	0
36	Cc1cccc(C(=O)N(Cc2nc3ccccc3c(=O)[nH]2)C2CCCCC2)c1	96	100	97	97	97	99	-4	7	-25	102	-1
37	Cc1ccc(F)cc1NC(=O)CCC(=O)c1cccs1	102	100	107	103	104	107	-38	6	.	100	-3
38	COc1cccc(-c2cc(C(F)(F)F)n3ncc(C(=O)O)c3n2)c1	103	99	101	101	101	101	-3	-7	.	98	0
39	Cc1ccc(C(=O)n2cnnc2N)cc1	99	95	94	96	96	97	1	-2	-3	104	-6
40	CCOC(=O)C1(Cc2cccc(F)c2)CCN(Cc2cnn(CC)c2C)CC1	98	99	103	100	100	105	-1	8	3	101	-3
41	O=[N+]([O-])c1cccc(N2Cc3ccccc3C2)c1	103	93	100	96	96	96	-24	13	1	103	9
42	CCOC(=O)c1ccc(NC(=O)CCSCCc2ccccn2)cc1	106	94	97	98	99	96	-19	-6	5	104	-11
43	COc1cc(OC)c(C2C3=C(CCCC3=O)Nc3nc4ccccc4n32)cc1OC (stereo not given)	104	101	103	102	103	105	-5	17	.	100	-1
44	Cc1ccccc1NC(NC(=O)c1cccnc1)C(Cl)(Cl)Cl (stereo not given)	104	98	106	102	103	103	5	6	-10	94	-5
45	CC1CCc2cc(F)ccc2N1C(=O)CSc1nnc2c(n1)[nH]c1ccc(F)cc12 (stereo not given)	?	?	?	?	?	?	-18	.	.	101	1
46	O=C1c2oc3ccc(F)cc3c(=O)c2C(c2ccccc2)N1CC1CCCO1 (stereo not given)	93	101	101	103	104	104	-18	11	.	98	-3
47	O=C(CCCn1c(=S)[nH]c2cc3c(cc2c1=O)OCO3)N1CCN(c2ccccc2F)CC1	96	96	98	98	96	98	-46	-10	14	99	0
48	Cc1ccc(OCC(=O)Nc2ccc([N+](=O)[O-])cc2)cc1	102	103	104	103	104	104	-36	4	-6	101	-4
49	O=C(Cn1cnc2c(nnn2Cc2ccc(F)cc2)c1=O)N1CCCCC1	102	101	107	103	102	101	-7	2	.	104	0
50	CCOCCCNC(=O)C(Cc1ccccc1)NS(=O)(=O)c1cccc2nsnc12 (stereo not given)	95	95	100	97	97	97	-24	-3	12	100	4
51	CCCCCOc1ccc(NC(=O)C(=O)NCC2CCCN2CC)cc1 (stereo not given)	111	92	103	95	98	95	-31	14	-10	96	1
52	Cc1onc(-c2ccccc2)c1C(=O)n1cccn1	98	98	100	99	98	101	-4	30	0	98	-2
53	CC(C)COC(=O)Nc1nnc(SCCOc2ccccc2)s1	94	98	96	96	98	95	-9	-8	.	96	-6
54	O=C(CSCc1c(F)cccc1Cl)NCCSCc1ccco1	?	?	?	?	?	?	-51	14	-30	99	0

# Part of the list above, with each value named:
[22] CCNC(=S)N/N=C/c1c(Cl)cccc1Cl
  Rab7 wt GTP bind: 92 | Rac1 mut GTP: 95 | Rac1 wt GTP bind: 102 | HRas wt GTP bind: 100 | Rab2 wt GTP: 98 | Cdc42 wt GTP: 101 | Mcl1 Bid PPI: -2 | Mcl1 Noxa PPI: 42 | Pf gamet viab: 3 | RGS8-Gao: 112 | Bim-Mcl-1: -4

[23] Cc1ccc(CNC(=O)CCNS(=O)(=O)c2ccc(C)cc2)cc1
  Rab7 wt GTP bind: 103 | Rac1 mut GTP: 99 | Rac1 wt GTP bind: 104 | HRas wt GTP bind: 101 | Rab2 wt GTP: 101 | Cdc42 wt GTP: 100 | Mcl1 Bid PPI: 2 | Mcl1 Noxa PPI: 1 | Pf gamet viab: . | RGS8-Gao: 98 | Bim-Mcl-1: -4

[24] CNC(=S)Nc1cccc(Cl)c1C
  Rab7 wt GTP bind: 105 | Rac1 mut GTP: 97 | Rac1 wt GTP bind: 101 | HRas wt GTP bind: 99 | Rab2 wt GTP: 99 | Cdc42 wt GTP: 100 | Mcl1 Bid PPI: -48 | Mcl1 Noxa PPI: 14 | Pf gamet viab: -8 | RGS8-Gao: 101 | Bim-Mcl-1: 0

[25] COc1cccc(/C=N/NC(=O)CN(CCc2ccccc2)S(=O)(=O)c2ccc(NC(C)=O)cc2)c1
  Rab7 wt GTP bind: 98 | Rac1 mut GTP: 94 | Rac1 wt GTP bind: 96 | HRas wt GTP bind: 95 | Rab2 wt GTP: 96 | Cdc42 wt GTP: 93 | Mcl1 Bid PPI: 1 | Mcl1 Noxa PPI: 22 | Pf gamet viab: -3 | RGS8-Gao: 93 | Bim-Mcl-1: 0
